14-3-3g Raf = modulators of human 14-3-3 gamma - Raf peptide interaction; FP, 14-3-3gamma / TMR-pS259-Raf peptide binding; inhibition, % at 40 µM; 160,000 tested, 0.19% active; in the data active = inhibition above about 30%;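 also: 0% = protein plus tracer without compound and 100% = blank with tracer alone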
Target sequence (P61981 whole entry, looked up): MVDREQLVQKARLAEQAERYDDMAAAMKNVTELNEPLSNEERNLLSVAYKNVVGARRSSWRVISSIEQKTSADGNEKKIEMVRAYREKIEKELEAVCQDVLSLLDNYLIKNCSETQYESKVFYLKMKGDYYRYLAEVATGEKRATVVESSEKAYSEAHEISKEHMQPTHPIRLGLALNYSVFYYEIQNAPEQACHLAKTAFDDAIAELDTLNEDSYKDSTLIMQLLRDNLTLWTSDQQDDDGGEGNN
Starred values were filed as active, the others as inactive; & = joins results of further samples. These rows are one share of the data (hit frequency here may not be typical).

Structure | 14-3-3g Raf
O=C(CCNS(=O)(=O)c1ccc(Cl)cc1)NC1CC1 | 2
COc1ccccc1NC(=O)C1c2cc(OC)c(OC)cc2C(=O)N(C)C1c1cccnc1 (centres undefined) | 0
O=C(O)C1C(c2ccccc2)C(C(=O)OCc2ccco2)C1c1ccccc1 (centres undefined) | 0
COC(=O)C1=C(C)NC2=C(C(=O)CC(c3ccccc3)C2)C1c1ccc(F)cc1 (centres undefined) | 4
CC(C)c1ccc(NC(=O)C(c2ccccc2)N(C)C(=O)c2cnccn2)cc1 (centres undefined) | 3
CS(=O)(=O)N(CC(=O)NCCC1=CCCCC1)C1CCCCC1 | 4
CCOc1ccc(C(=O)NCc2ccncc2)cc1OCC | -18
Cc1cc(C(=O)OCC(=O)c2ccc(Br)s2)no1 | -45
Oc1ccc(O)c(Cc2nc3ccccc3s2)c1 | -8
CCOc1cccc(C2Nc3ccccc3NC3=C2C(=O)CC(c2ccc(C)cc2)C3)c1 (centres undefined) | -3
O=C(CC1OC(=O)c2ccccc21)Nc1ccccc1N1CCOCC1 (centres undefined) | -2
COc1cccc(-c2nc3cc(N=CC=Cc4ccccc4)ccc3o2)c1 | -18
Cc1ccccc1CN1C(=O)CSc2ccc(C(=O)N3CCOCC3)cc21 | -4
O=C(Nc1ccc(NC(=O)c2ccc([N+](=O)[O-])o2)cc1Br)c1ccccc1 | 5
O=c1c2cc(N3CCOCC3)ccc2[nH]c(=S)n1CCCN1CCCCCC1 | -9
CC(CC(=O)Nc1ccncc1)c1ccccc1 (centres undefined) | -4
COc1ccc(CCNC(=O)CCN2C(=O)C3CC=CCC3C2=O)cc1OC (centres undefined) | -4&-7
COC(=O)c1ccc(C2/C(=C(\O)c3cccc(OC)c3)C(=O)C(=O)N2CCCN(C)C)cc1 (centres undefined) | -2
O=C(NCCCN1CCOCC1)c1ccc2c(c1)NC(=O)C(N1CCOCC1)S2 (centres undefined) | 3
CCCNc1nc2c(c(=O)n(C)c(=O)n2C)n1Cc1cccc(C)c1 | 4&-8
CCSc1nnc(Cn2c(=O)sc3ccccc32)n1-c1ccccc1C | -4
CCOc1ccccc1C(=O)Nc1c(C)n(C)n(-c2ccccc2)c1=O | -1
CC1=C(C(=O)OCc2ccccc2)C(c2cccnc2)C2=C(CC(C)(C)CC2=O)N1 (centres undefined) | -6
O=C1C(Cl)=C(Nc2cccc(O)c2)C(=O)N1c1ccc(Cl)cc1 | -23
CCC(C)NC(=O)Cn1c(=O)n(-c2ccc(C)c(C)c2)c(=O)c2c(C)c(C)sc21 (centres undefined) | -8

Structural class, those above containing a thiophene ring, fused or not
Structure | 14-3-3g Raf
Cc1cc(C(=O)OCC(=O)c2ccc(Br)s2)no1 | -45
CCC(C)NC(=O)Cn1c(=O)n(-c2ccc(C)c(C)c2)c(=O)c2c(C)c(C)sc21 (centres undefined) | -8

(continued)
Structure | 14-3-3g Raf
O=C(OCCN1C(=O)c2ccccc2C1=O)c1cccs1 | 2
CC1=C(C(=O)Nc2cc(C)ccn2)C(c2cccc([N+](=O)[O-])c2)C2=C(CCCC2=O)N1 (centres undefined) | 5
COC(=O)c1ccc(Nc2nnc(-c3ccc(C)c(S(=O)(=O)NCC4CCCO4)c3)c3ccccc23)cc1 (centres undefined) | -14
Cc1ccc(-n2ncc3c(Nc4ccc(C(=O)O)cc4)ncnc32)cc1 | -3
CCc1nnc(NC(=O)c2ccc(-c3ccccc3)cc2)s1 | 2
CC(Sc1ccc(Br)cc1)C(N)=O (centres undefined) | -4
NC(=O)c1ccccc1O | -10
Fc1cccc(CN2CCN(c3ncccn3)CC2)c1 | 4
CCCOC(=O)C(C)Oc1ccc2c(=O)c(Oc3ccccc3Cl)coc2c1 (centres undefined) | -69
O=C(c1cc2n(n1)C(C(F)(F)F)CC(c1ccc(F)cc1)N2)N1CCOCC1 (centres undefined) | 6
CCC1(C)OC(=O)N(CCC#N)C1(C)O (centres undefined) | -3
COc1ccc(Cc2nnc(NC(=O)Cc3cccs3)s2)cc1 | -70
Cc1ccc(-c2nc3ccccc3c(=O)n2CCCN2CCOCC2)cc1 | -4
CN(C)CCNC(=O)C(C(=O)c1ccccc1)n1ccccc1=O (centres undefined) | -5
CCC(=O)N1CCCc2cc(S(=O)(=O)NCc3cccs3)ccc21 | -6
O=C(NCCc1ccc(Cl)cc1)c1ccc(CS(=O)(=O)Cc2ccccc2Cl)o1 | -3
CCOc1cc2[nH]c(=O)n(CCC(=O)NC3CCCCCC3)c(=O)c2cc1OCC | -7
CC1=C(CC(=O)O)c2cc(F)ccc2/C1=C\c1ccc(S(C)(=O)=O)cc1 | -1
CCCOc1ccc2c3c(c(=O)oc2c1)CCCC3 | 1
Cc1cc(C)nc(N2CCCC(C(=O)Nc3cc(F)ccc3C)C2)n1 (centres undefined) | -12
CCOc1ccc(C(=O)Nc2ccc(-c3nc4ncccc4o3)cc2)cc1Br | -13
O=C(NCc1ccc(Cl)cc1)c1cc(-c2cccs2)on1 | -19
Cc1ccc(NC(=O)CCc2nc(-c3ccccc3F)no2)c(Cl)c1 | -11
C=CCOc1c(Cl)cc(/C=N/O)cc1OC | -3
CN1CCN(c2cc(N3CCN(CCO)CC3)ccc2[N+](=O)[O-])CC1 | -4
CC(C)N(Cc1nc(-c2ccccc2)no1)C(=O)C(C)(C)C | 2
CCc1ccccc1N(C)C(=O)c1cc2c(=O)oc3ccccc3c2s1 | -2
CCCOc1ccc(C(=O)Nc2ccc3nn(-c4ccc(OC)c(Cl)c4)nc3c2)cc1 | -6
CCc1cccc(N=c2oc3ccc(Br)cc3cc2C(=O)Nc2nccs2)c1 | 6
C/C(=C1/SC(N2CCOCC2)=NC1=O)c1ccc(Br)cc1 | 3
CC(C)c1ccc(-c2csc(NC(=O)c3ccc(Br)cc3)n2)cc1 | 4
Cc1ccc(OC2CCS(=O)(=O)C2)cc1 (centres undefined) | -2
COC(=O)c1ccccc1NS(=O)(=O)c1cccs1 | -7
Cc1c(S(=O)(=O)N2CCN(c3cccc(C(F)(F)F)c3)CC2)c(=O)n(C)c(=O)n1C | 1
O=C(CSc1nc2c(cnn2-c2ccc(F)cc2)c(=O)[nH]1)N1CCCC1 | 5
Cc1ccc(N=C2SCC(=O)N2Cc2ccccc2)cc1 | 2
COC(=O)c1cc2occc2n1CC(=O)Nc1ccc(C)cc1C | -9
O=C(Nc1ccccc1)c1ccc(S(=O)(=O)NCC2CCCO2)cc1 (centres undefined) | -10
CSc1oc(-c2ccccc2)nc1C(N)=O | 4
O=S(=O)(c1ccccc1)c1nc(-c2ccco2)oc1NCCCn1ccnc1 | 0
CCCc1cc(C(=O)Nc2ccc(C(C)=O)cc2)no1 | 5
Cc1ccc(S(=O)(=O)NCCCCCc2nc3ccccc3[nH]2)cc1 | -16
CC1CCCCN1S(=O)(=O)c1ccc(NC(=O)COc2ccc(F)cc2)cc1 (centres undefined) | -33
COc1ccc(O)c(C=Nc2sc3c(c2C#N)CCCC3)c1 | -19
CCN(CC)C(=O)CCS(=O)(=O)c1cccc2nonc12 | -5
COc1ccc(OC(=O)c2ccc3nsnc3c2)cc1 | -6
Cc1sc2ncn(CC(=O)NCCCC(=O)NC(C)C)c(=O)c2c1C | -5
O=C(Nc1cccc(C(F)(F)F)c1)N1CCC(c2nc(-c3ccc(F)cc3)no2)CC1 | -1
Cc1nc2c(C(=O)NCc3cccnc3)cnn2c(C)c1Cc1cccc(Br)c1 | -6
O=C(O)c1ccc(NC(=O)c2ccc(Br)c(S(=O)(=O)N3CCCC3)c2)cc1 | 1

Of the compounds above, five have a furan ring, fused or not:
Structure | 14-3-3g Raf
O=C(O)C1C(c2ccccc2)C(C(=O)OCc2ccco2)C1c1ccccc1 (centres undefined) | 0
O=C(Nc1ccc(NC(=O)c2ccc([N+](=O)[O-])o2)cc1Br)c1ccccc1 | 5
O=C(NCCc1ccc(Cl)cc1)c1ccc(CS(=O)(=O)Cc2ccccc2Cl)o1 | -3
COC(=O)c1cc2occc2n1CC(=O)Nc1ccc(C)cc1C | -9
O=S(=O)(c1ccccc1)c1nc(-c2ccco2)oc1NCCCn1ccnc1 | 0

Following part.
Structure | 14-3-3g Raf
CCOc1ccc(C(Nc2ccccn2)c2ccc3ccc(C)nc3c2O)cc1OC (centres undefined) | -4
COc1ccccc1NC(=O)C1=C(C)Nc2nc(SCc3ccccc3)nn2C1c1ccc(O)cc1 (centres undefined) | -8
CC(=O)NCCn1c(SCC(=O)NCCC2=CCCCC2)nc2ccccc2c1=O | 1
COc1ccccc1CNC(=O)C1CCN(S(=O)(=O)c2ccc(Br)s2)CC1 | -37
CC(C)C12CN3CC(C(C)C)(CN(C1)C3c1ccc([N+](=O)[O-])o1)C2=O (centres undefined) | 0
CCC(=O)N1CCc2cc(S(=O)(=O)N(CC)c3ccc(C)c(C)c3)ccc21 | -10
O=C(Cc1ccc(Br)cc1)N1CCN(c2ccccc2)CC1 | 2
O=S(=O)(NCCc1cn2ccccc2n1)c1ccc2c(c1)OCCO2 | -7
O=S(=O)(c1ccc(Br)cc1)c1cccc(S(=O)(=O)N2CCCCC2)c1 | -1
O=C1CSC(c2cccc([N+](=O)[O-])c2)N1c1ccc(Br)cc1 (centres undefined) | -3
CCCOc1ccc(N2C(=O)CC(N3CCN(Cc4ccccc4)CC3)C2=O)cc1 (centres undefined) | -5
Cc1cc(C(=O)Nc2c(C)n(C)n(-c3ccccc3)c2=O)cs1 | 2
O=C(c1ccc2nc3sc4c(c3c(=O)n2c1)CCCC4)N1CCN(c2ccccc2F)CC1 | -12
O=C(CCc1ccccc1)c1ccccc1 | -12
CC(=O)c1ccc(N2C(=O)c3cccc4cc(Br)cc(c34)C2=O)cc1 | -26
O=C(CCSCc1ccc(Cl)cc1)N1CCN(c2ccccn2)CC1 | -3
Cn1cc(S(=O)(=O)NCc2cccs2)c(=O)n(C)c1=O | -2
CC(C)(C)C(=O)/C(C#N)=c1\s/c(=C\c2ccncc2)c(=O)n1CCCN1CCOCC1 | -22
O=C(NC1CCCC1)C1CC(=O)N(C2CCCCCC2)C1 (centres undefined) | -2
Cc1cc(C)n(-c2cc(O)c(-n3nc(C)cc3C)cc2O)n1 | -7
CN(CCc1ccccn1)C(=O)c1cc2nc(-c3ccc4c(c3)OCO4)cc(C(F)(F)F)n2n1 | 1
CC(=Nc1ccc(C)cc1)c1c(-c2ccccc2)[nH]n(-c2nc3ccccc3s2)c1=O | -42
CCCCC(C(=O)Nc1ccc(F)cc1)N1C(=O)C2C3c4ccccc4C(c4ccccc43)C2C1=O (centres undefined) | -1
O=C(c1c[nH]c(=O)n(-c2ccccc2)c1=O)N1CCc2ccccc21 | -6
O=C(O)C(Cc1c[nH]c2ccccc12)Nc1ncnc2sc3c(c12)CCC3 (centres undefined) | -10

Arranged by the number under 14-3-3g Raf (ascending): some entries from above
Structure | 14-3-3g Raf
COc1ccccc1CNC(=O)C1CCN(S(=O)(=O)c2ccc(Br)s2)CC1 | -37
O=C(CCc1ccccc1)c1ccccc1 | -12
O=C(CCSCc1ccc(Cl)cc1)N1CCN(c2ccccn2)CC1 | -3

(cont.)
Structure | 14-3-3g Raf
CCn1c(N2CCN(S(=O)(=O)c3ccccc3C(F)(F)F)CC2)nc2ccccc21 | 9
CC1CC(C)(C)Nc2ccc(OC(=O)C(C)N3C(=O)c4ccccc4C3=O)cc21 (centres undefined) | -4
CCc1nnc(NC(=O)C2CCCN2S(=O)(=O)c2ccccc2)s1 (centres undefined) | 5
CCn1c(=NC(=O)c2ccc(S(=O)(=O)N3CCCC3)cc2)sc2cc([N+](=O)[O-])ccc21 | -8
CC1(C)CC(OC(=O)CCCCC(=O)OC2CC(C)(C)NC(C)(C)C2)CC(C)(C)N1 | -6
CCCS(=O)(=O)N1CCCC(C(=O)NCCN(CC)c2ccccc2)C1 (centres undefined) | -1
CC(C)c1ccc(CNC(=O)c2ccc(F)c3ccccc23)cc1 | -6
CCOC(=O)c1cnc2ccc(Cl)cc2c1Nc1cccc(C(C)=O)c1 | -6
O=C(CN1CCOc2ccccc21)NC1CCN(Cc2ccccc2)CC1 | 0
Cc1cc(C)n(C(=O)c2ccc(NC(=O)C3CC3)cc2)n1 | -8
O=C(Cc1ccccc1)Nc1ccc2nsnc2c1 | 5
O=C(Nc1ccc2nsnc2c1)c1ccc2nsnc2c1 | -6
Cc1nn(-c2ccc(F)cc2)c(C)c1-c1cccc([N+](=O)[O-])c1 | -7
COc1ccc(Cl)cc1NC(=O)CN(c1cccc(C)c1C)S(=O)(=O)c1ccccc1 | -13
O=C1CN(C(=O)CSc2nnc(-c3ccccc3)n2Cc2ccc3c(c2)OCO3)c2ccccc2N1 | -6
CCOC(=O)c1ccc(NC(=O)CSc2nc(=O)cc(N)n2-c2ccccc2)cc1 | -12
Cc1cccc(N2C(=O)C3C4C=CC(C5CC45)C3C2=O)c1C (centres undefined) | 0
Cc1occc1C(=O)N1CCN(S(C)(=O)=O)CC1 | 17
COc1ccc(OC)c(NC(=O)CN2C(=O)C3C4C=CC(C4)C3C2=O)c1 (centres undefined) | -3
S=c1[nH]c(-c2ccc3c(c2)OCO3)cn1-c1ccc(Br)cc1 | -17
CCOC(=O)c1c(N)sc2c(NC(C)=O)cccc12 | -4
O=C(Nc1cc(NC(=O)C2CCCCC2)cc(-c2nc3ccccc3o2)c1)C1CCCCC1 | -66
Cn1c(=O)[nH]c(=O)c2c1nc(N)n2Cc1ccccc1 | -8
O=S(=O)(Nc1nccs1)c1cc(Cl)ccc1Cl | -27
COCCn1c(=S)[nH]c2ccc(Cl)cc2c1=O | -2
